Screening results (PubChem BioAssay)
MEP2-GFP yeast: alters MEP2-GFP fluorescence in TOR pathway yeast screen | S. cerevisiae MEP2-GFP strain, flow cytometry GFP, 3 h; 100% = DMSO control level | GFP response vs DMSO, % at 10 µM | hit rate 0.51% among 330,000 | AID 2016;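 active = GFP response versus DMSO above a set limit, roughly screen mean plus 3 SD, cut at about 180% in these data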;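 also: median GFP fluorescence of the barcode-gated MEP2-GFP cells per well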
GRK2 inh: blocks RNA aptamer binding to human GRK2; P25098; bead flow cytometry, FAM-aptamer displacement from GRK2; inhibition of aptamer binding, % at 10 µM; hit rate 0.59% among 330,000; AID 488847;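 active = inhibition of aptamer binding above 40%, roughly 3 SD of noise, on plates passing a quality check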;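 also: median bead fluorescence of bound FAM aptamer so fluorescent compounds give negative values; no value below 0 was filed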
Target sequence (P25098 whole entry, looked up): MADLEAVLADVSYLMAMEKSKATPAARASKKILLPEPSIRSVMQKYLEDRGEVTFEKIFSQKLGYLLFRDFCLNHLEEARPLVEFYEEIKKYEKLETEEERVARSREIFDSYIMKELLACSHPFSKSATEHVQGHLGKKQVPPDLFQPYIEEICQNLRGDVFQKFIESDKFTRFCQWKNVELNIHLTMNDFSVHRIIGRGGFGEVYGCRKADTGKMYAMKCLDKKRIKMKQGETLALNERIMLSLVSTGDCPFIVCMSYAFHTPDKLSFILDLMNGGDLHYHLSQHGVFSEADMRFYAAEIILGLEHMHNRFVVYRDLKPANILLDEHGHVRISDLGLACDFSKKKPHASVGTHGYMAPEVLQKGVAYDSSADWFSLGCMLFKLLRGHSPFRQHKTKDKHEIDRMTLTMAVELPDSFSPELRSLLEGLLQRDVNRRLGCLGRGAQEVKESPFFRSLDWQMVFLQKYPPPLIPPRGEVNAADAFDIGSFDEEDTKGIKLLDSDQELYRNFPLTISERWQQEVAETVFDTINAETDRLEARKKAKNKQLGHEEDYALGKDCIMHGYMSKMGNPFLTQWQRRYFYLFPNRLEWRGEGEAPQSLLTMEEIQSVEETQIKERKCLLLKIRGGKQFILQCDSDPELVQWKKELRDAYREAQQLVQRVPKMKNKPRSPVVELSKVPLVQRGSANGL
AGP1 TOR yeast: modulators of TOR pathway AGP1-GFP in S. cerevisiae | hit rate 0.02% among 320,000 | S. cerevisiae AGP1-GFP multiplex flow cytometry, 3 h; GFP as percent of DMSO wells | GFP response vs DMSO, % at 10 µM;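 active = GFP response relative to DMSO above a set limit, near screen average plus 3 SD, cut at about 150% in these data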;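 also: median GFP channel fluorescence of the gated AGP1 strain per well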
CIT2 TOR yeast: modulators of TOR pathway CIT2-GFP in S. cerevisiae; S. cerevisiae CIT2-GFP strain, flow cytometry, 3 h; 100 means same as DMSO wells; GFP response vs DMSO, % at 10 µM; hit rate 0.065% among 320,000; AID 2029;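 active = GFP response relative to DMSO above a set limit, near the screen mean plus 3 SD, cut at about 150% in these data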;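 also: ratio of well median GFP fluorescence to mean of DMSO wells on the plate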
VLA-4 inh: inhibition in a human VLA-4 binding assay; hit rate 0.2% among 330,000; inhibition, % (about 7 µM as worked out from the volumes in the protocol); AID 2557; VLA-4 expressing cells, ligand binding flow cytometry; P13612; in the data active = inhibition above about 50%
RPL19A-GFP yeast: yeast TOR pathway RPL19A-GFP modulation | hit rate 0.3% among 330,000 | percent response vs DMSO, % at 10 µM | S. cerevisiae RPL19A-GFP strain, flow cytometry, 3 h; stronger effect = lower value;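 active = percent response vs DMSO below 50%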;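 also: median channel GFP fluorescence of the barcoded RPL19A-GFP strain; ratio of sample median GFP to plate DMSO average so 100% = DMSO; lower means less RPL19A-GFP as with rapamycin TOR inhibition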
LAP4 TOR yeast: alters LAP4-GFP fluorescence in TOR pathway yeast screen | AID 2023 | GFP response vs DMSO, % at 10 µM | S. cerevisiae LAP4-GFP multiplex, flow cytometry GFP, 3 h; median GFP as percent of DMSO wells | hit rate 0.34% among 320,000;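 active = GFP response vs DMSO above a set limit, about the screen mean plus 3 SD, cut at about 150% in these data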
GASC-1 inh: blocks human GASC-1 demethylase activity. GST-JMJD2C(1-420) H3K9me3 demethylation, DELFIA europium. inhibition, % at 2.35 µM. hit rate 0.069% among 330,000;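 active = more than half of a compound's replicate wells show inhibition beyond 50%, single wells judged on their own value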;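 also: signal counts dimethyl H3K9 product captured on neutravidin plate; 0% = median of DMSO wells and 100% = 0.3 times that DMSO median; strong numbers were not always called active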
Target sequence (Q9H3R0 1-420 limits assumed): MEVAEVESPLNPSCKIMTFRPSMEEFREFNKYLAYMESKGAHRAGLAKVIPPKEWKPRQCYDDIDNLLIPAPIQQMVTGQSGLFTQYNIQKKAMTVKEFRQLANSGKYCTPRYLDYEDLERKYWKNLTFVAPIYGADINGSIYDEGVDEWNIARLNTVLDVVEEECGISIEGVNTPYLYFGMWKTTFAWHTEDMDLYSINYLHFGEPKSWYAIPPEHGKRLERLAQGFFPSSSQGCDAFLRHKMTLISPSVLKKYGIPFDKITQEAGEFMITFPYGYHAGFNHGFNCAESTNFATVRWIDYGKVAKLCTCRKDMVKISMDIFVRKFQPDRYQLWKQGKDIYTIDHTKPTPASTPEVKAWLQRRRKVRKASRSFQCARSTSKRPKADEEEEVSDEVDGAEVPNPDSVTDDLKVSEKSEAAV
* marks the source's active call; other numbers are inactive results; i = inactive; . = no result given; & = joins results of further samples.

molecule | MEP2-GFP yeast | GRK2 inh | AGP1 TOR yeast | CIT2 TOR yeast | VLA-4 inh | RPL19A-GFP yeast | LAP4 TOR yeast | GASC-1 inh
CC(C)Sc1nnc([C@H](C)NC(=O)OC(C)(C)C)o1 | 103 | 1 | 104 | 102 | 9 | 103 | 102 | 6
CCC(C)NC(=O)c1ccccc1NC(=O)CN(c1cc(C)ccc1OC)S(C)(=O)=O (stereo not drawn) | 94 | 4 | 102 | 97 | 7 | 97 | 100 | -9
CC(C)Oc1ccc(C(CC(=O)O)Cc2ccccc2)cc1 (stereo not drawn) | 104 | 2 | 97 | 97 | 6 | 104 | 98 | -29
C/C(=C\C(=O)c1ccccc1)NCc1ccc(F)cc1 | 106 | 1 | 103 | 105 | -6 | 102 | 108 | 0
Cc1cc(C)c(C)c(S(=O)(=O)NC2CCN(Cc3ccccc3)CC2)c1C | 126 | 2 | 102 | 102 | 8 | 97 | 115 | -1
Cc1ccc(Cl)cc1N(CC(=O)NC1CCCC1)C(=O)c1csnn1 | 106 | 0 | 100 | 101 | 14 | 96 | 102 | -4
Cc1ccc(N(CC(=O)NCc2ccco2)C(=O)CNS(=O)(=O)c2ccccc2)c(C)c1 | 104 | 0 | 98 | 102 | 6 | 104 | 94 | 1
COc1ccc2nc(Nc3nc(C)c(CCC(C)C)c(=O)[nH]3)nc(C)c2c1 | 94 | 1 | 96 | 92 | 14 | 94 | 101 | 2
Cc1ccc(C2c3sc(=O)[nH]c3SC3C(=O)NC(=O)C32)cc1 (stereo not drawn) | 112 | 3 | . | 102 | 12 | 101 | 106 | 6
Cc1cc(C)nc(NC(N)=NC2CCCCC2)n1 | 103 | 1 | 102 | 97 | 12 | 106 | 101 | 1
O=C(CCN1C(=O)COc2ccccc21)NCCN1CCc2ccccc2C1 | 94 | 0 | 72 | 63 | -14 | 107 | 91 | 1
COc1ccc(C)cc1NC(=O)C1CCCN1S(=O)(=O)c1ccc2c(c1)CCC(=O)N2 (stereo not drawn) | 103 | 1 | 101 | 112 | -35 | 96 | 97 | -1
O=C(COC(=O)/C=C/c1ccccc1[N+](=O)[O-])NC1CCS(=O)(=O)C1 (stereo not drawn) | 98 | 3 | 100 | 103 | 0 | 98 | 95 | 8
N/C(COc1ccc(C(=O)O)cc1)=N\O | 90 | 0 | 89 | 91 | 1 | 101 | 93 | 14
c1ccc2c(N3CCCCC3)nc(N3CCOCC3)nc2c1 | 92 | 0 | 97 | 94 | -3 | 94 | 93 | 5
O=C1[C@@H]2[C@H](C(=O)N1Cc1ccco1)[C@H]1C=C[C@@H]2C1 | 100 | 2 | 95 | 95 | 11 | . | 101 | -3
CC1Cc2nc(SCC(N)=O)n(Cc3ccccc3)c(=O)c2S1 (stereo not drawn) | 102 | 1 | 108 | 99 | -2 | 99 | 98 | 9&-15
O=C(NC(=S)NC1CCS(=O)(=O)C1)c1ccccc1 (stereo not drawn) | 92 | 4 | 104 | 105 | -8 | 101 | 98 | -1
COc1ccc(-n2nnc3c(SCC(=O)NCc4ccco4)ncnc32)cc1 | 94 | 1 | 110 | 100 | 3 | 98 | 103 | 8
CN(CCO)C(=O)c1cccc2c1-c1ccccc1C2=O | 101 | 0 | 96 | 96 | -8 | 95 | 96 | -6
CC(Sc1nnc(-c2ccc(OC(F)F)cc2)o1)C(=O)NCC1CCCO1 (stereo not drawn) | 99 | 5 | 100 | 115 | 1 | 96 | 96 | 6
CCOC(=O)N1CCN(C(=S)Nc2ccc(C)cc2C)CC1 | 103 | 0 | 100 | 104 | 19 | 104 | 94 | -4
CC(C)CCN1C(N(C)C)=NC[C@@H]1C | 99 | 0 | 98 | 97 | 7 | 100 | 91 | 4
COc1cc(C(C)=O)ccc1OCc1cc(C(=O)N2CCSCC2)no1 | 100 | 1 | 101 | 93 | 13 | 100 | 106 | 8
Cc1cc(-n2c(C)cc(C(=O)COc3ccccc3[N+](=O)[O-])c2C)no1 | 105 | 1 | 105 | 103 | -7 | 110 | 95 | 11

Sorted by value in GRK2 inh (low to high): 3 of the compounds above
molecule | MEP2-GFP yeast | GRK2 inh | AGP1 TOR yeast | CIT2 TOR yeast | VLA-4 inh | RPL19A-GFP yeast | LAP4 TOR yeast | GASC-1 inh
O=C(CCN1C(=O)COc2ccccc21)NCCN1CCc2ccccc2C1 | 94 | 0 | 72 | 63 | -14 | 107 | 91 | 1
COc1ccc(C)cc1NC(=O)C1CCCN1S(=O)(=O)c1ccc2c(c1)CCC(=O)N2 (stereo not drawn) | 103 | 1 | 101 | 112 | -35 | 96 | 97 | -1
O=C1[C@@H]2[C@H](C(=O)N1Cc1ccco1)[C@H]1C=C[C@@H]2C1 | 100 | 2 | 95 | 95 | 11 | . | 101 | -3

Carrying on:
molecule | MEP2-GFP yeast | GRK2 inh | AGP1 TOR yeast | CIT2 TOR yeast | VLA-4 inh | RPL19A-GFP yeast | LAP4 TOR yeast | GASC-1 inh
CC(=O)C1=C(O)C(=O)N(c2ccc(Br)cc2)C1c1ccc(Br)cc1 (stereo not drawn) | 85 | 4 | 79 | 74 | 7 | 87 | 86 | 71
CCCCc1nc2ccccc2c(N)c1CCC (tested in a mixture with another compound) | 121 | 0 | 100 | 116 | i | 103 | 104 | -11
CC(C)(C)NC(=O)COC(=O)c1ccccc1OCC(=O)Nc1ccc(Br)cc1 | 98 | 1 | 99 | 101 | 21 | 109 | 84 | -3
COc1ccccc1-n1c(SCC(=O)Nc2ccc(NC(C)=O)cc2)nc2c([nH]c3ccccc32)c1=O | 97 | 0 | 100 | 99 | -17 | 94 | 98 | 0
COc1ccc(NC(=O)CSc2nnc(Cc3ccccc3)o2)c(OC)c1 | 98 | 1 | 98 | 99 | 9 | 98 | 96 | 4
N#Cc1ccccc1OCCCNC1CCCC1 | 102 | 0 | 106 | 102 | 9 | 104 | 100 | -16
CC(C)c1ccc(NC(=O)CCNC(=O)Cn2cnc3ccccc3c2=O)cc1 | 103 | 0 | 103 | 111 | -2 | 104 | 108 | -12
COc1ccc(OC)c(NC(=O)CSc2nnc(CNC(=O)c3ccccc3F)o2)c1 | 109 | 0 | 98 | 101 | 1 | 96 | 91 | 1
Cc1cc(OCc2cc(C(=O)N3CCCCCC3)no2)cc(C)c1Cl | 101 | 3 | 102 | . | 1 | 110 | 97 | 2
CC(Oc1ccc(C(C)(C)C)cc1)C(=O)NC1CC(C)(C)NC(C)(C)C1 (stereo not drawn) | 94 | 0 | 102 | 100 | 13 | 101 | 89 | -9
CCOC(=O)c1[nH]cnc1C(=O)O | 98 | 1 | 99 | 88 | 4 | 98 | 92 | -6
C#CCn1cc(/C=C2\NC(=O)NC2=O)c2ccccc21 | 113 | 1 | 101 | 100 | -30 | 109 | 97 | 0
O=C(COc1ccccc1Cl)Nc1ccc(NC(=O)c2ccco2)cc1 | 110 | 1 | 104 | 94 | -8 | 98 | 113 | -1
Cc1cc(C)cc(N(CC(=O)NCc2ccco2)S(=O)(=O)c2c(C)noc2C)c1 | 105 | 3 | 106 | 108 | 36 | 103 | 100 | 39
CC(=O)c1cc2c(cc1NS(=O)(=O)c1ccccc1F)OCO2 | 100 | 0 | 103 | 100 | 6 | 101 | 97 | -7
CC1(C)CC(=O)C(=Cc2cn(-c3ccccc3)nc2-c2ccccc2)C(=O)C1 | 91 | 4 | 93 | 89 | 8 | 96 | 93 | 17
COc1ccccc1CNC(=O)CCC(=O)Nc1nnc(C(C)C)s1 | 96 | 0 | 98 | 94 | 5 | 98 | 92 | -1
Cc1cccc(NC(=O)c2cc(-c3cc(C)cc(C)c3O)n[nH]2)c1 | 113 | 1 | 103 | 97 | 22 | 109 | 110 | 3
CC12CC3(C)CC(C)(C1)CC(NC(=O)N1CCCC1)(C2)C3 | 113 | 1 | 106 | 109 | 1 | 104 | 112 | 5
O=C(/C=C/c1ccccc1)NCc1ccc2c(c1)OCO2 | 107 | 0 | 92 | 92 | -7 | 103 | 113 | 16
O=C(NC1CCCCC1)c1noc2c1CCCCC2 | 99 | 2 | 100 | 95 | -3 | . | 116 | 1
O=C(Nc1ccccc1Cc1ccccc1)c1ccccc1F | 104 | 0 | 97 | 98 | 6 | 105 | 97 | 2
COc1ccccc1C(=O)NC(CCSC)C(=O)NNC(=O)c1ccccc1O (stereo not drawn) | 105 | 3 | 107 | 93 | 0 | 104 | 106 | -1
CCNC(=O)COC(=O)CNC(=O)c1cc(Cl)cc([N+](=O)[O-])c1 | 106 | 0 | 105 | 110 | 12 | 104 | 88 | -16
CC(NC(=O)c1ccc(-c2cc(C(F)(F)F)ccc2Cl)o1)c1ccccc1 (stereo not drawn) | 103 | 2 | . | 109 | 16 | 100 | 103 | -1

Next part
molecule | MEP2-GFP yeast | GRK2 inh | AGP1 TOR yeast | CIT2 TOR yeast | VLA-4 inh | RPL19A-GFP yeast | LAP4 TOR yeast | GASC-1 inh
COc1ccc2oc(=O)c(C(=O)N3CCN(C(=O)c4ccccc4)CC3)cc2c1 | 106 | 2 | 107 | 108 | 5 | 102 | 93 | 4
CCCn1nnc(NC(=S)NC(=O)Cc2ccccc2)n1 | 102 | 3 | 96 | 93 | -1 | 100 | 95 | -1
COc1ccc(CCNC(=O)COC(=O)CCC(=O)c2cccs2)cc1OC | 93 | 4 | 90 | 91 | -3 | 93 | 88 | 3
CCN(C(=O)COC(=O)CNC(=O)C12CC3CC(CC(C3)C1)C2)C1CCS(=O)(=O)C1 (stereo not drawn) | 112 | 0 | 107 | 105 | -1 | 109 | 100 | -1
CCOC(=O)c1c(N)sc2c(O)c(Br)ccc12 | 99 | 3 | 78 | 104 | 4 | 97 | 90 | 1
Cc1cccc(N=Nc2c(N)n[nH]c2-c2ccc(Cl)cc2)c1 | 103 | 0 | 98 | 101 | -5 | 97 | 107 | -1
O=C(Nc1ccc(Oc2ccc(NC(=O)c3ccco3)c(NC(=O)c3ccco3)c2)cc1)c1ccco1 | 112 | 1 | 108 | 104 | 9 | 103 | 101 | 5
O=C(CCl)N(c1ccc(Cl)cc1)c1c[nH]c2ccccc12 | 91 | 0 | 90 | 84 | 32 | 88 | 92 | -4
c1ccc(-c2csc(-n3cccn3)n2)cc1 | 104 | 10 | 99 | 100 | 7 | 101 | 93 | 33
CSc1ccc(/C=C(\NC(=O)c2ccccc2)C(=O)NCCN2CCOCC2)cc1 | 102 | 0 | 101 | 108 | -14 | 106 | 95 | 0
COc1ccc(CN(C)C(=S)Nc2ccc(Cl)cc2Cl)cc1 | 95 | 4 | 101 | 94 | 11 | 98 | 121 | -2
Cc1cc(C)c(C)c(S(=O)(=O)Nc2ccc(C(N)=O)cc2)c1C | 102 | 2 | 102 | 95 | 7 | 98 | 98 | -6
COc1ccc(/C=C/C(=O)Oc2ccc(/C=N/NC(=O)COc3c(C)cccc3C)cc2)cc1 | 103 | 0 | 101 | 103 | 20 | 97 | 99 | -8
O=c1c2c3c(sc2nc(NCCO)n1Cc1ccco1)CCCCC3 | 105 | 4 | 96 | 100 | 6 | 102 | 84 | 53
Cc1[nH]c2ccccc2c1C(=O)CSc1nncn1C | 89 | 1 | . | 86 | 4 | 88 | 93 | 7
CN1CCN(CCCCOc2ccc(F)cc2)CC1 | 98 | 0 | 96 | 105 | 0 | 97 | 94 | 1
Cn1c(SCc2cccc(Br)c2)nnc1-c1ccccn1 | 102 | 3 | 99 | 91 | 27 | 102 | 118 | -10
Cc1cc(Cl)ccc1NC(=O)C(=O)N/N=C/c1ccc2c(c1)OCO2 | 103 | 1 | 102 | 96 | 2 | 99 | 98 | 3
CCOc1ccc(CCNC(=O)Cn2ncn3nc(-c4ccc(OC)cc4)cc3c2=O)cc1OCC | 103 | 0 | 101 | 106 | 3 | 100 | 94 | 3
CN(C)c1ccc(NC(=O)CSc2nc(N)c(C(=O)Nc3ccc(N(C)C)cc3)s2)cc1 | 114 | 0 | 100 | 92 | 0 | 101 | 105 | -2
